# Bioassay records deposited in PubChem BioAssay by several laboratories.
# Dengue-2 NS5 capping – Dengue-2 NS5 methyltransferase inhibitors, primary screen, biochemical, confirmation dose response (AID 588689). Dengue-2 NS5 methyltransferase capping enzyme assay, biochemical; higher % means a stronger effect. one-dose inhibition, % at 25 µM; IC50 in µM for titrated hits. 0.3% of 340,000 active. Genome polyprotein (Dengue virus type 2 (strain 16681-PDK53)); in the data active = a potency from the dose series
# LYP inhibition – inhibitors of LYP phosphatase, biochemical, fluorescence intensity, uHTS (AID 1779); Tyrosine-protein phosphatase non-receptor type 22 (Homo sapiens); 0.054% of 290,000 active; recombinant LYP phosphatase, fluorescence intensity; higher % means a stronger effect; one-dose inhibition, % at 11.5 µM; IC50 in µM for titrated hits; in the data active = inhibition above about 50%;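 also: plate controls were vehicle with enzyme for no effect and no enzyme for full effect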
# CSM14.1 death rescue – rescue of cells from ER stress-induced death, primary screen, 384-well, CSM14.1, thapsigargin, ATP luminescence (AID 1222) | CSM14.1 thapsigargin-induced death rescue, ATP luminescence; higher % means a stronger effect | cellular ATP content (survival), % at 20 µM, or EC50 in µM where a hit was titrated | 190,000 tested, under 10 active;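 active = EC50 below 50 µM in the dose-response confirmation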;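 also: death triggered by thapsigargin at about 15 µM added after 2 h compound pretreatment; cell ATP read after overnight thapsigargin exposure of roughly 18 to 22 hours; normalized against plate controls of thapsigargin alone and 5% DMSO vehicle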
# Large T inhibition – SV40 large T antigen inhibitors, biochemical (AID 1903) | SV40 large T antigen ATPase/helicase inhibition assay; higher % means a stronger effect | inhibition, % at 20 µM; hits with a dose series show IC50 in µM | 0.39% of 310,000 active; in the data active = a potency from the dose series; also: strong numbers were not always called active
# GPR35 arrestin U2OS – GPR35 antagonists blocking zaprinast-driven arrestin recruitment, primary screen, imaging, U2OS, beta-arrestin-GFP, zaprinast agonist (AID 2058); 0.052% of 290,000 active; G-protein coupled receptor 35 (Homo sapiens); inhibition, % at 10 µM, or IC50 in µM where a hit was titrated; U2OS GPR35 beta-arrestin-GFP translocation imaging, zaprinast antagonism; higher % means a stronger effect;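 active = inhibition of at least 50% with at least 30 cells and total cytoplasm GFP at most 10,000,000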
# Rac1 GTP hydrolysis – MgcRacGAP GTPase-activating activity inhibitors, confirmation, biochemical, ADP Hunter fluorescence; MgcRacGAP-stimulated Rac1 GTP hydrolysis, ADP Hunter fluorescence; higher % means a stronger effect; GST-tagged Rac1 F28L mutant substrate; inhibition, % at 30 µM; hits with a dose series show IC50 in µM; 0.6% of 340,000 active;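 active = first-screen hits whose inhibition reached a set limit at any dose in the follow-up dose series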;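 also: fluorescence reports GDP produced by GAP-driven GTP hydrolysis; strong numbers were not always called active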
# West Nile antiviral – West Nile virus antiviral activity, cell-based, CPE readout (AID 1621). West Nile virus-infected cells, CPE inhibition; higher % means a stronger effect. CPE inhibition, % at 10 µM, or IC50 in µM where a hit was titrated. 0.02% of 290,000 active; in the data active = a potency from the dose series; also: strong numbers were not always called active
# PhoP inhibition – inhibitors of PhoP regulon expression, primary screen, Salmonella Typhimurium, GFP reporter (AID 1863) | S. Typhimurium PhoP-regulated promoter GFP reporter, 4 h; higher % means a stronger effect | one-dose inhibition, % at 50 µM; IC50 in µM for titrated hits | 0.16% of 300,000 active;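 active = inhibition over 29.93%, a cutoff 3 SD above the screen mean, later confirmed by dose response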;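 also: 0% = low Mg2+ inducing control and 100% = high Mg2+ repressing control; strong numbers were not always called active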
# RSV antiviral HEp-2 – RSV antiviral activity via CPE protection, HEp-2 cells, primary 10 µM value included (AID 2391). HEp-2 cells, RSV-induced CPE inhibition; higher % means a stronger effect. CPE inhibition, % at 10 µM, or IC50 in µM where a hit was titrated. 0.13% of 310,000 active; in the data active = a potency from the dose series; also: strong numbers were not always called active
# Active calls of the source: *; . = not tested or not shown.
# The opening six compounds, ahead of the listing:
SMILES,Dengue-2 NS5 capping,LYP inhibition,CSM14.1 death rescue,Large T inhibition,GPR35 arrestin U2OS,Rac1 GTP hydrolysis,West Nile antiviral,PhoP inhibition,RSV antiviral HEp-2
CCCc1cc(=O)oc2c3c(c(Cl)cc12)OCN(CCCO)C3,.,-57.3%,.,16.0%,5.2%,.,0.6%,-24.5%,0.2%
CC(=O)N1CCc2cc(S(=O)(=O)Nc3cccc(C(F)(F)F)c3)ccc21,-12.5%,-0.1%,0.8%,5.4%,4.2%,-7.9%,-1.0%,5.8%,4.5%
O=C(Cn1cnc2c(nnn2-c2cccc(Cl)c2)c1=O)NCc1ccccc1,-3.5%,-8.6%,-2.6%,9.8%,-9.4%,6.2%,.,-9.8%,4.6%
Cc1nc(N2CCCCC2)c2c(C)c(C(=O)Nc3ccccc3C(F)(F)F)sc2n1,-8.1%,0.0%,0.3%,7.7%,5.5%,5.8%,-1.0%,-0.5%,9.3%
Cc1cc(C)n(-c2nnc(N3CCN(c4ccc(F)cc4)CC3)nn2)n1,-1.5%,-1.7%,0.9%,1.6%,-6.2%,5.4%,-0.7%,-2.9%,-1.2%
OCCN1CN=C(Nc2nc3ccccc3s2)NC1,-3.3%,-8.7%,2.4%,16.8%,-1.3%,11.9%,0.0%,27.2%,4.0%

# The list itself (from the top)
SMILES,Dengue-2 NS5 capping,LYP inhibition,CSM14.1 death rescue,Large T inhibition,GPR35 arrestin U2OS,Rac1 GTP hydrolysis,West Nile antiviral,PhoP inhibition,RSV antiviral HEp-2
CCCc1cc(=O)oc2c3c(c(Cl)cc12)OCN(CCCO)C3,.,-57.3%,.,16.0%,5.2%,.,0.6%,-24.5%,0.2%
CC(=O)N1CCc2cc(S(=O)(=O)Nc3cccc(C(F)(F)F)c3)ccc21,-12.5%,-0.1%,0.8%,5.4%,4.2%,-7.9%,-1.0%,5.8%,4.5%
O=C(Cn1cnc2c(nnn2-c2cccc(Cl)c2)c1=O)NCc1ccccc1,-3.5%,-8.6%,-2.6%,9.8%,-9.4%,6.2%,.,-9.8%,4.6%
Cc1nc(N2CCCCC2)c2c(C)c(C(=O)Nc3ccccc3C(F)(F)F)sc2n1,-8.1%,0.0%,0.3%,7.7%,5.5%,5.8%,-1.0%,-0.5%,9.3%
Cc1cc(C)n(-c2nnc(N3CCN(c4ccc(F)cc4)CC3)nn2)n1,-1.5%,-1.7%,0.9%,1.6%,-6.2%,5.4%,-0.7%,-2.9%,-1.2%
OCCN1CN=C(Nc2nc3ccccc3s2)NC1,-3.3%,-8.7%,2.4%,16.8%,-1.3%,11.9%,0.0%,27.2%,4.0%
CCOc1ccc(-n2c(=S)sc3c(=O)[nH]c(SCC(=O)NCC4CCCO4)nc32)cc1 (stereo not drawn),2.6%,4.7%,-3.3%,3.3%,15.1%,2.5%,-0.2%,4.3%,3.5%
CCOC(=O)CC(=O)Nc1nc2ccccc2s1,-7.4%,-5.5%,0.9%,15.8%,-7.5%,7.4%,-0.2%,-6.4%,0.3%
COC(=O)c1cc(C(=O)Nc2ccc(S(N)(=O)=O)cc2)cc([N+](=O)[O-])c1,-3.0%,-1.9%,-0.8%,0.3%,-7.3%,1.9%,0.1%,7.7%,-1.0%
Fc1ccc(N2CCN(Cc3cnc(N4CCOCC4)s3)CC2)cc1,-0.7%,1.7%,.,3.8%,-0.6%,-3.9%,-0.8%,5.1%,0.7%
CCOc1ccccc1NC(=O)CN1C(=O)C(=O)N(Cc2ccco2)C1=O,-4.5%,0.8%,.,14.3%,3.0%,5.2%,-0.1%,-2.9%,3.6%
CC(=O)c1c(C)[nH]c(C(=O)N(C)CC(=O)Nc2ccc(Cl)c(C(F)(F)F)c2)c1C,-11.6%,-8.1%,.,5.6%,-5.1%,5.1%,-0.5%,-4.4%,4.3%

# Pulled by compound from above:
SMILES,Dengue-2 NS5 capping,LYP inhibition,CSM14.1 death rescue,Large T inhibition,GPR35 arrestin U2OS,Rac1 GTP hydrolysis,West Nile antiviral,PhoP inhibition,RSV antiviral HEp-2
CC(=O)N1CCc2cc(S(=O)(=O)Nc3cccc(C(F)(F)F)c3)ccc21,-12.5%,-0.1%,0.8%,5.4%,4.2%,-7.9%,-1.0%,5.8%,4.5%
CCOC(=O)CC(=O)Nc1nc2ccccc2s1,-7.4%,-5.5%,0.9%,15.8%,-7.5%,7.4%,-0.2%,-6.4%,0.3%

# (listing goes on)
SMILES,Dengue-2 NS5 capping,LYP inhibition,CSM14.1 death rescue,Large T inhibition,GPR35 arrestin U2OS,Rac1 GTP hydrolysis,West Nile antiviral,PhoP inhibition,RSV antiviral HEp-2
Cc1nn(C)c(C)c1CCC(=O)NC1CC(C)(C)Cc2c1cnn2-c1ccccc1 (stereo not drawn),-3.9%,-12.3%,.,5.5%,-4.6%,6.3%,-1.8%,-0.5%,1.4%
Cc1ccc(S(=O)(=O)N2CCC(C(=O)OCC(=O)N3CCCCC3C)CC2)cc1C (stereo not drawn),1.5%,.,.,30.7%,.,1.1%,.,13.6%,-1.6%
CCOC(=O)N1CCN(C(=S)NC2CCCCC2)CC1,-11.0%,-2.2%,16.2%,-13.8%,-21.9%,2.5%,-0.4%,0.5%,1.1%
O=C(Nc1ccc(S(=O)(=O)NCc2cccnc2)cc1)c1ccco1,-0.8%,-8.4%,-1.5%,1.3%,-20.2%,7.9%,-1.2%,4.0%,0.8%
Cc1cccc(-n2c(CNC(=O)c3ccccc3)nnc2SCC(=O)Nc2nccs2)c1,-3.5%,2.6%,-1.4%,5.9%,1.0%,7.6%,-0.2%,-13.9%,0.7%
CCOC(=O)c1c(/N=C/c2ccc(C)cc2O)sc2c1CCC2,2.2%,2.6%,-0.1%,13.5%,10.6%,5.8%,-0.2%,-11.4%,7.2%
COCCn1c(COC)nc2ccccc21,-0.7%,-4.1%,-0.1%,4.7%,10.8%,7.1%,0.1%,1.9%,0.9%
CC(=O)OC(C(=O)NC1CCCCC1)c1ccc(C#N)cc1 (stereo not drawn),-7.3%,-7.1%,-0.2%,6.2%,-19.6%,6.7%,0.4%,6.0%,1.4%
CCCCN(CC(=O)NCc1ccc(F)cc1)C(=O)c1ccco1,-4.7%,-6.8%,-1.3%,0.1%,3.2%,1.9%,-0.7%,2.1%,6.3%
Cc1ccc(NC(=O)CCNC(=O)c2ccc(Cl)cc2)cc1F,-8.2%,-0.4%,0.0%,9.9%,6.8%,8.6%,-1.1%,5.5%,2.1%
O=C(C(=O)N1CCCc2ccccc21)c1c[nH]c2ccccc12,-0.3%,2.2%,1.1%,4.9%,-12.7%,0.6%,-0.8%,17.4%,6.2%
COCCCN1C(=O)C(O)=C(C(=O)c2ccco2)C1c1ccc(Br)cc1 (stereo not drawn),4.4%,2.7%,-0.3%,1.9%,-7.2%,13.9%,0.3%,-7.5%,0.2%
O=C(NC(=S)Nc1ccccc1O)c1ccc(-c2ccc(Cl)cc2)o1,-2.1%,-6.9%,-1.9%,2.2%,9.8%,6.3%,-0.1%,-0.7%,-1.2%
COc1ccc(C(=O)NC2CCCCCCC2)cc1OC,-1.6%,.,.,10.7%,.,6.8%,.,.,3.6%
COc1cccc(CC2(CO)CCCN(Cc3[nH]c4ccc(C)cc4c3C)C2)c1 (stereo not drawn),-6.3%,-6.6%,-2.8%,7.5%,-14.6%,8.5%,-1.5%,-8.1%,11.0%
CC(C)N(Cc1nc(-c2ccc(Cl)cc2)no1)C(=O)c1cccs1,-1.6%,-2.2%,-1.9%,-0.1%,1.0%,1.1%,-1.0%,-2.8%,0.8%
O=C(N/N=C(\Cc1ncc[nH]1)c1ccccc1)c1cccnc1,-3.7%,-6.4%,-4.7%,10.7%,9.1%,-4.1%,0.6%,-3.7%,-2.1%
CCc1noc(C)c1C(=O)Oc1ccc(N(C)S(=O)(=O)c2ccccc2)cc1,7.3%,.,.,12.4%,.,0.2%,.,-7.4%,39.2%
O=C(CN1CCOCC1)NCCNS(=O)(=O)c1ccccc1,0.6%,-8.5%,.,7.0%,-1.5%,7.4%,-0.2%,6.8%,1.0%
O=S(=O)(Nc1ccc2ccccc2c1)c1ccccc1,2.2%,-2.8%,-0.7%,-3.4%,2.5%,2.8%,-0.6%,34.0%,1.4%
O=C(NCCNC(=O)c1ccc([N+](=O)[O-])cc1)c1ccncc1,-5.3%,-1.2%,-0.6%,8.5%,-1.1%,14.1%,0.2%,-1.6%,0.4%
N/C(=N\OC(=O)COc1ccc(Cl)cc1Cl)c1cccnc1,-6.2%,-8.0%,-1.2%,7.4%,5.0%,10.1%,-0.1%,-4.6%,1.5%
CC1(C)N([O-])c2cc([N+](=O)[O-])ccc2[N+]1=O,.,-2.5%,.,6.55µM*,-10.0%,.,0.1%,-9.1%,-0.2%
FC(F)(F)c1nnc2ccc(Sc3ccccn3)nn12,-7.3%,-8.6%,-0.9%,8.5%,3.4%,4.7%,-0.2%,-6.7%,3.0%
CC(C)(C)c1csc(CS(=O)(=O)c2ccccn2)n1,-4.7%,-10.2%,.,12.7%,-4.3%,1.6%,-0.2%,-4.3%,1.7%
CC1CC(=O)N(c2ccc(NCCc3ccccc3)c([N+](=O)[O-])c2)C1=O (stereo not drawn),-11.8%,-9.8%,-11.8%,6.7%,-6.7%,12.4%,-0.7%,13.7%,1.1%
CCCCc1nnc(NC(=O)CSc2nc(C)cc(=O)[nH]2)s1,-2.4%,-9.2%,-0.3%,4.7%,-6.6%,5.8%,0.4%,-7.7%,0.2%
COCCCNC(=O)c1cn(Cc2c(F)cccc2Cl)nn1,-1.6%,-4.9%,1.4%,6.5%,-3.9%,10.0%,0.6%,7.1%,-0.2%
Cc1cc(NC(=O)CCC(=O)N(CC2CCCO2)C(C(=O)NC2CCCC2)c2cccnc2)no1 (stereo not drawn),-1.6%,1.1%,0.0%,12.3%,8.0%,2.1%,-0.2%,16.6%,1.0%
CCOC(=O)Cc1c(C)nc(Cc2ccc(OC(C)C)cc2)[nH]c1=O,1.5%,2.8%,1.2%,1.7%,13.9%,7.8%,0.6%,2.2%,0.1%
CCn1c(SCC(=O)N2CCC(C(N)=O)(N3CCCCC3)CC2)nnc1-c1ccccc1,4.9%,-4.1%,-0.8%,6.5%,12.4%,11.8%,0.1%,0.4%,2.2%
O=C(Nc1nc2ccccc2[nH]1)c1ccc([N+](=O)[O-])cc1,-3.7%,-7.5%,-3.7%,-13.7%,21.6%,8.0%,1.1%,4.9%,1.1%
